Compound activity as filed in PubChem BioAssay.
FUS suppressor: rescues growth of FUS-expressing yeast; S. cerevisiae FUS-expressing, growth rescue, OD600, 24 h; Potency, µM (doses to about 76.6 µM), inactives show at the highest dose growth rescue (activation), actives largely listed as activators; 390,000 tested, 0.24% active;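 further: plate controls were DMSO vehicle for no effect and reference control for full effect; nearly all actives have a fitted effect of over 55% in size; some results filed as inactive show a strong effect at the top dose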
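Absorbance at 600 nm, taken 24hr after compound addition, measured rescue of FUS-yeast growth at 30C. Induction used 2% galactose with seeding at OD 0.005. Controls: CP55940 from 92uM final, DMSO only.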
Abeta yeast res: A-beta toxicity reversal in yeast. yeast expressing A-beta42, growth rescue, OD600, 48 h; response scale: 0% DMSO, 100% iron-clioquinol control. Potency, µM (highest dose often 46.1 µM), without a hit: top-dose growth rescue, most hits filed as activators. 410,000 tested, 0.063% active. AID 1347071; further: nearly all actives have a fitted effect of over 55% in size
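Growth rescue measured by 600 nm absorbance after 48 h yeast culture at 30 C with compound. Values normalized between DMSO and an equimolar ferric chloride plus clioquinol control.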
Starred values were filed as active, the others as inactive; [ ] = remark or other dose. The call rests on the fitted dose curve; in most records, active means well fitted activation curve with a large enough effect; inconclusive means small, poorly fitted or top-dose-only effect; inactive means no such curve, though single readings can be large or run the other way. Potency means the concentration at half of the fitted maximal effect. The list is partial; count on the stated rates, not on these rows.

CCOc1cc(C2CC(=O)Nc3cc4c(cc32)OCCO4)ccc1O (stereo not drawn) was read as FUS suppressor 1% and Abeta yeast res -6%.
COc1cccc(C2c3c(-c4ccccc4O)n[nH]c3C(=O)N2CCc2ccc(OC)c(OC)c2)c1 (stereo not drawn) was read as FUS suppressor -16% and Abeta yeast res 0%.
Cc1c(Cl)cccc1NC(=O)CN1C(=O)CCn2nc(-c3cccn3C)cc21 was read as FUS suppressor inconclusive and Abeta yeast res 1%.
CC(=O)c1cccc(NC(=O)Cn2cnc3c2c(=O)n(C)c(=O)n3C)c1 was read as FUS suppressor -17% and Abeta yeast res -11%.
Screening CCC(=O)Nc1ccc(C)cc1-c1nc2ccccc2n(C(C)C(=O)Nc2ccccc2CC)c1=O (stereo not drawn) returned FUS suppressor 9% and Abeta yeast res -12%.
`O=C(Nc1ccc2oc(-c3cccnc3)nc2c1)c1ccc(-c2ccccc2OC(F)(F)F)o1` gave FUS suppressor 3% and Abeta yeast res -8%.
For CCCN1CCN(CCCNC(=O)Cn2nc(CC)n3c(cc4occc43)c2=O)CC1 the results were FUS suppressor 26% and Abeta yeast res -11%.
Screening CCn1c2ccccc2c2nnc(N3CCN(c4cccc(C)c4C)CC3)nc21 returned FUS suppressor -26% and Abeta yeast res -4%.
Screening CCCCC(=O)Nc1cc2nn(-c3ccc(OCC)cc3)nc2cc1C returned FUS suppressor -9% and Abeta yeast res -3%.
Screening COc1ccc(NC(=O)NC2COc3ccccc3C2)c(OC)c1 (stereo not drawn) returned FUS suppressor -14% and Abeta yeast res -8%.
Screening Cc1[nH]c2ccc(F)cc2c1CCNC(=O)c1cc2cc(Cl)ccc2oc1=O returned FUS suppressor -14% and Abeta yeast res 2%.
Screening O=C(COc1ccccc1)NCCc1csc(-c2ccc(F)cc2)n1 returned FUS suppressor 26% and Abeta yeast res -11%.
CSc1ccc(CNC(=O)Cc2csc3ccccc23)cc1 was read as FUS suppressor 2% and Abeta yeast res -5%.
Screening COc1ccc2nc(N(Cc3cccnc3)C(=O)Cc3ccccc3)sc2c1 returned FUS suppressor 31% and Abeta yeast res -10%.
CCCCCCn1nnc2sc(-c3ccccc3)cc2c1=O was read as FUS suppressor -14% and Abeta yeast res -13%.
`COC(=O)c1c(SC)nc2ccccc2c1OCc1ccc(C)cc1` gave FUS suppressor -1% and Abeta yeast res -13%.
Screening Cc1ccc(Cl)cc1N1CCN(C(=O)c2cc3c(=O)n(C)c4ccccc4c3s2)CC1 returned FUS suppressor -23% and Abeta yeast res -10%.
Cc1ccc2nc(COc3ccccc3NC(=O)COc3ccccc3Cl)cc(=O)n2c1 was read as FUS suppressor -5% and Abeta yeast res -8%.
CC(C)(C)OC(=O)N1CCC(c2c(C(=O)N3CCN(C(=O)c4ccco4)CC3)cnn2-c2ccccc2)CC1 was read as FUS suppressor 9% and Abeta yeast res -1%.
For CC(=O)N1CCc2cc(S(=O)(=O)NC(Cc3ccccc3)C(=O)Nc3cccc(C)c3)ccc21 (stereo not drawn) the results were FUS suppressor inconclusive and Abeta yeast res -6%.
`Cc1cccc(CCNC(=O)c2cc3c(s2)-c2c(C)cccc2OC3)c1` gave FUS suppressor 6% and Abeta yeast res -13%.
For COc1cccc(CNC(=O)Cn2c(=O)oc3cc(S(=O)(=O)N4CCC(C)CC4)ccc32)c1 the results were FUS suppressor 28% and Abeta yeast res -18%.
`Cc1ccc(C)c(-n2nnc(-c3nc(-c4ccc(Cl)cc4)no3)c2N)c1` gave FUS suppressor -12% and Abeta yeast res 9%.
`CCOc1cccc(C2c3c(oc4ccccc4c3=O)C(=O)N2c2nc(C)c(C(=O)OC)s2)c1` (stereo not drawn) gave FUS suppressor 0% and Abeta yeast res 8%.

Pulled one by one from above (three):
CC(=O)c1cccc(NC(=O)Cn2cnc3c2c(=O)n(C)c(=O)n3C)c1 was read as FUS suppressor -17% and Abeta yeast res -11%.
CSc1ccc(CNC(=O)Cc2csc3ccccc23)cc1 was read as FUS suppressor 2% and Abeta yeast res -5%.
CCOc1cc(C2CC(=O)Nc3cc4c(cc32)OCCO4)ccc1O (stereo not drawn) was read as FUS suppressor 1% and Abeta yeast res -6%.

Next entries:
`CCn1c2ccccc2c2cc(NC(=O)COc3cc(C)c(Cl)c(C)c3)ccc21` gave FUS suppressor -16% and Abeta yeast res -18%.
Screening COc1ccc(-n2c3c(c(=O)[nH]c2=O)C(NC(=O)c2ccccc2Cl)(C(F)(F)F)C(=O)N3)cc1 (stereo not drawn) returned FUS suppressor -3% and Abeta yeast res -3%.
Cc1ccc([N+](=O)[O-])cc1S(=O)(=O)N1CCn2cccc2C1c1ccccc1F (stereo not drawn) was read as FUS suppressor -16% and Abeta yeast res 12%.
Screening CCCCC(=O)Nc1ccc(C(=O)OCc2cc(=O)n3ccsc3n2)cc1 returned FUS suppressor 4% and Abeta yeast res -11%.
For O=C(NC1CCCC1)c1ccc2c(=O)n(Cc3ccccc3)c(SCc3ccccc3F)nc2c1 the results were FUS suppressor -15% and Abeta yeast res -49%[inhibitor].
`COc1ccccc1NC(=O)CN(c1cc(C)cc(C)c1)S(=O)(=O)c1c(C)[nH]c(=O)[nH]c1=O` gave FUS suppressor 16% and Abeta yeast res -8%.
Screening CCOc1ccc(/C=C/C(=O)Nc2sc3c(c2C(=O)OC)CCC3)cc1 returned FUS suppressor 6% and Abeta yeast res -16%.
Cc1ccccc1C(=O)Nc1sc2c(c1C(=O)N1CCC(C)CC1)CCC(C)C2 (stereo not drawn) was read as FUS suppressor 13% and Abeta yeast res 9%.
`COc1ccc(NC(=O)CCn2cccn2)cc1OC` gave FUS suppressor -11% and Abeta yeast res -1%.
Screening O=[N+]([O-])c1cc(-c2nc(-c3ccccc3)no2)ccc1NCCc1ccccc1 returned FUS suppressor -2% and Abeta yeast res -4%.
`CCN(Cc1ccccc1)C(=O)c1cc2c(=O)[nH]c3ccc(C)cc3c2s1` gave FUS suppressor 7% and Abeta yeast res -15%.
O=C(CCSCc1ccccc1Cl)NCc1ccc(F)cc1Cl was read as FUS suppressor 23% and Abeta yeast res inconclusive.
COc1ccc(CCNC(=O)c2ccc(Cn3c(=O)c4ccccc4n(Cc4cccc(F)c4)c3=O)cc2)cc1OC was read as FUS suppressor inconclusive and Abeta yeast res 7%.
`Cc1cc(Nc2ccc(C(C)C)cc2)nc(-n2nc(C)cc2C)n1` gave FUS suppressor inconclusive and Abeta yeast res -29%.
`CCOC(=O)c1ccccc1NC(=O)C1CCN(c2ncnc3c2nc2n3CCCCC2)CC1` gave FUS suppressor 3% and Abeta yeast res -22%.
Screening CCOc1ccc(CCNC(=O)CCn2c(=O)c3cccn3c3ccc(F)cc32)cc1OCC returned FUS suppressor -8% and Abeta yeast res 1%.
Screening Cc1ccccc1NC(=O)CN1C(=O)CCn2nc(-c3cccn3C)cc21 returned FUS suppressor -7% and Abeta yeast res 2%.
`CCC1=Nc2cc(C(=O)NCCN(CC)CC)ccc2Sc2ccccc21` gave FUS suppressor -5% and Abeta yeast res -2%.
CCc1ccc(S(=O)(=O)c2c(C(=O)c3ccccc3)cnc3ccc(CC)cc23)cc1 was read as FUS suppressor 40% and Abeta yeast res -5%.
Screening COc1cccc(C(=O)NCC(c2ccc(N(C)C)cc2)N2CCOCC2)c1OC (stereo not drawn) returned FUS suppressor -20% and Abeta yeast res -16%.
`Cc1ccc(NC(=O)Nc2sc3nc4n(c(=O)c3c2C)CCC(C)CC4)c(Cl)c1` (stereo not drawn) gave FUS suppressor 8% and Abeta yeast res 3%.
Screening COc1cccc(CNC(=O)c2cccc(-n3c(C)nc4cccnc43)c2)c1OC returned FUS suppressor 4% and Abeta yeast res -1%.
Cc1ccc(-c2nnn3c2nc(NCCc2ccccc2)c2ccccc23)cc1 was read as FUS suppressor -13% and Abeta yeast res -1%.
`COc1cc2c(C(=O)Nc3ccc(C)cc3Br)cn(C)c(=O)c2cc1OC` gave FUS suppressor -11% and Abeta yeast res -15%.
Screening COc1ccc(OCCCCn2c(-c3ccc(Cl)cc3)nc3ccccc3c2=O)cc1 returned FUS suppressor 5% and Abeta yeast res 5%.
Screening CCOc1ccc(CNS(=O)(=O)c2ccc3c(c2)CCCN3C(C)=O)cc1OC returned FUS suppressor 6% and Abeta yeast res 14%.
For CCCC12CN3CC(C)(CN(C1)C3c1ccc(CC)cc1)C2=O (stereo not drawn) the results were FUS suppressor -8% and Abeta yeast res -3%.
For CCN(CC)S(=O)(=O)c1ccc(NC(=O)c2ccc3c(=O)n4c(nc3c2)CCCCC4)cc1 the results were FUS suppressor -3% and Abeta yeast res -12%.
`CCn1c(SC)nc2c([nH]c3ccccc32)c1=O` gave FUS suppressor -3% and Abeta yeast res 1%.
`O=C(NCc1ccc(F)cc1)c1cc(-c2ccc(Cl)cc2)n[nH]1` gave FUS suppressor -25% and Abeta yeast res -17%.
For O=C(CN1C(=O)CCn2nc(-c3ccccc3)cc21)NCc1ccccc1 the results were FUS suppressor -3% and Abeta yeast res -12%.
`COc1ccc(CNC(=O)c2cc3c(=O)n4cccc(C)c4nc3s2)cc1` gave FUS suppressor -26% and Abeta yeast res -14%.
For COc1cc(C(=O)Nc2cccc(OCc3cc(=O)n4c(C)csc4n3)c2)cc(OC)c1OC the results were FUS suppressor -30% and Abeta yeast res -6%.
`COc1ccc(N2C(=O)C(CC(=O)Nc3ccc(Cl)cc3)N(Cc3ccc4c(c3)OCO4)C2=O)cc1` (stereo not drawn) gave FUS suppressor 6% and Abeta yeast res -15%.
Screening COc1ccc(-n2ncc3c2ncn2nc(COc4ccc(Cl)cc4)nc32)cc1 returned FUS suppressor 21% and Abeta yeast res -36%[inhibitor].
`Cc1ccc(CNC(=O)C(CC(C)C)NS(=O)(=O)c2ccc3c(c2)oc(=O)n3C)cc1` (stereo not drawn) gave FUS suppressor -17% and Abeta yeast res -17%.
For Cc1cc(C)n(-c2nnc(Nc3ccc(C(C)C)cc3)c3ccccc23)n1 the results were FUS suppressor 30% and Abeta yeast res 11%.
Screening O=C(Nc1ccc(C(=O)OCc2cc(=O)n3c4c(sc3n2)CCCC4)cc1)c1cccc(F)c1 returned FUS suppressor -1% and Abeta yeast res -5%.
CCOc1ccc(/C=C(\C#N)C(=O)Nc2sc3c(c2C(=O)OC)CCC3)cc1OC was read as FUS suppressor 7% and Abeta yeast res -5%.
Screening CC(=O)N1c2ccc(S(=O)(=O)NCC3CCC(C(=O)Nc4cccc(C)c4C)CC3)cc2CC1C (stereo not drawn) returned FUS suppressor 26% and Abeta yeast res 0%.
COc1ccc(NC(=O)c2cc3c(=O)n(Cc4cccnc4)ccc3nc2C)cc1Cl was read as FUS suppressor -1% and Abeta yeast res -41%.
`Cc1ccc2[nH]c(C(=O)Nc3ccccc3)cc2c1` gave FUS suppressor -19% and Abeta yeast res 9%.
For COc1ccc(Cl)cc1NC(=O)CCc1c(C)nc2c(c1C)c(=O)n(C)c(=O)n2C the results were FUS suppressor -14% and Abeta yeast res -10%.
Cc1nc2nncn2c(Nc2ccc(F)cc2)c1C was read as FUS suppressor -15% and Abeta yeast res -13%.
`CCOC(=O)c1c(C)[nH]c(C)c1S(=O)(=O)NCC(=O)Nc1cccc(C(F)(F)F)c1` gave FUS suppressor -10% and Abeta yeast res -4%.
Cc1ccccc1Nc1c(-c2cc(Br)ccc2F)nc2ccccn12 was read as FUS suppressor -6% and Abeta yeast res -70%[inhibitor].
`O=c1[nH]c2ccc(NCc3ccccc3F)cc2[nH]1` gave FUS suppressor -30% and Abeta yeast res -8%.
For COc1ccccc1N(CC(=O)Nc1ccccc1C(F)(F)F)S(=O)(=O)c1ccc(C)cc1 the results were FUS suppressor 38% and Abeta yeast res 6%.
Screening O=C(CSc1nc(-c2ccccc2)[nH]c1-c1ccc(F)cc1)NC1CCCC1 returned FUS suppressor -21% and Abeta yeast res -8%.
Cc1ccc(CN2CCC(CNC(=O)Nc3cccc(Cl)c3C)C2)cc1 (stereo not drawn) was read as FUS suppressor 3% and Abeta yeast res 0%.
CCOc1ccc(NC(=O)CNS(=O)(=O)c2ccc(Br)s2)cc1 was read as FUS suppressor 5% and Abeta yeast res -26%.
`CCCC(=O)C1=C(c2cccc(OC)c2)N(C(=O)CCC)n2c(C)nnc2S1` gave FUS suppressor inconclusive and Abeta yeast res 3%.
CCOc1ccc(NC(=O)CSc2nnc(-c3ccc(OCC)cc3)o2)cc1 was read as FUS suppressor -1% and Abeta yeast res -23%.
For O=C(COCc1cc(-c2ccc(F)cc2)on1)Nc1cccc(Cl)c1Cl the results were FUS suppressor -15% and Abeta yeast res -6%.
For Cn1cc(-c2cc3n(n2)CCC(=O)N3CCCC(=O)Nc2ccc(F)cc2F)c2ccccc21 the results were FUS suppressor inconclusive and Abeta yeast res -18%.

An excerpt from the list above:
For O=C(COCc1cc(-c2ccc(F)cc2)on1)Nc1cccc(Cl)c1Cl the results were FUS suppressor -15% and Abeta yeast res -6%.
For Cn1cc(-c2cc3n(n2)CCC(=O)N3CCCC(=O)Nc2ccc(F)cc2F)c2ccccc21 the results were FUS suppressor inconclusive and Abeta yeast res -18%.

Three entries out of the list, ordered by SMILES length, high to low:
Screening O=C(CSc1nc(-c2ccccc2)[nH]c1-c1ccc(F)cc1)NC1CCCC1 returned FUS suppressor -21% and Abeta yeast res -8%.
CCOc1ccc(NC(=O)CSc2nnc(-c3ccc(OCC)cc3)o2)cc1 was read as FUS suppressor -1% and Abeta yeast res -23%.
CCOc1ccc(NC(=O)CNS(=O)(=O)c2ccc(Br)s2)cc1 was read as FUS suppressor 5% and Abeta yeast res -26%.
